# XBP1 UPR activ: adaptive UPR (XBP1) activation. CHO-XBP1 luciferase reporter, IRE1-XBP1 UPR activation, luminescence; percent of tunicamycin response, DMSO as zero. activation, % at 20 µM. 330,000 tested, 0.33% active. AID 463104;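 active = versus positive control, 20 µM dose yields 30% or more activation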;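 note: 100% = tunicamycin at 10 µg/mL and 0% = DMSO only wells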
#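 Material: IRE1-XBP1 luciferase reporter CHO line / Quantity: one thousand reporter cells per well / Buffer or medium: F12 with 10% serum / Compound: 20 µM single concentration, DMSO 1% / Times: 6 h treatment, 37 °C / Detection: Steady-Glo luciferase glow luminescence, 10 min after reagent addition / Benchmarks: tunicamycin high, DMSO low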
# tim23-1 inh: tim23-1 yeast growth inhibition | S. cerevisiae tim23-1 growth, BacTiter-Glo luminescence, 24 h | inhibition, % at 20 µM | 330,000 tested, 1.3% active | AID 463212;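 active = growth inhibition of the mutant yeast at or above 50%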;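 note: temperature-sensitive mutant grown at 25 °C; plate controls were DMSO-treated mutant yeast for no effect and medium wells lacking yeast for full effect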
# 697 NFkB inh: lowers PMA/ionomycin-induced NF-kB signal in 697 B cells | inhibition, % at 4 µM | 330,000 tested, 0.33% active | 697 B-cell NF-kB luciferase reporter, 16 h | AID 435022; in the data active = inhibition above about 35%
# Jurkat NFkB inh: lowers PMA/ionomycin-induced NF-kB signal in Jurkat cells; PMA/ionomycin-induced NF-kB luciferase reporter, luminescence; 330,000 tested, 0.53% active; inhibition, % at 4 µM; in the data active = inhibition above about 50%
# tim10-1 inh: tim10-1 yeast growth inhibition | S. cerevisiae tim10-1 ts strain growth, BacTiter-Glo, 24 h | inhibition, % at 20 µM | 330,000 tested, 2.2% active | AID 463190;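 active = inhibition of at least 40%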;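 note: mutant grown at 25 °C; 0% = DMSO wells with yeast and 100% = wells holding no yeast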
# TIM10 inh: growth inhibitors of TIM10 yeast strain | S. cerevisiae TIM10 strain growth, BacTiter-Glo luminescence, 24 h | inhibition, % at 10 µM | 330,000 tested, 1.4% active;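 active = inhibition of 40% or more at the single tested concentration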;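 note: wild-type TIM10 isogenic control strain grown at permissive 25 °C; 0% = DMSO yeast wells and 100% = minimal medium wells without yeast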
# Mdm2-MdmX inh: inhibitors of human Mdm2/MdmX interaction; O15151+Q00987; SaOS-2 split-luciferase Mdm2/MdmX complementation, luminescence; 330,000 tested, 3% active; inhibition, % at 8 µM;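 active = inhibition of at least 50% at 8 µM in the primary screen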
# Target sequence (O15151 whole entry, looked up): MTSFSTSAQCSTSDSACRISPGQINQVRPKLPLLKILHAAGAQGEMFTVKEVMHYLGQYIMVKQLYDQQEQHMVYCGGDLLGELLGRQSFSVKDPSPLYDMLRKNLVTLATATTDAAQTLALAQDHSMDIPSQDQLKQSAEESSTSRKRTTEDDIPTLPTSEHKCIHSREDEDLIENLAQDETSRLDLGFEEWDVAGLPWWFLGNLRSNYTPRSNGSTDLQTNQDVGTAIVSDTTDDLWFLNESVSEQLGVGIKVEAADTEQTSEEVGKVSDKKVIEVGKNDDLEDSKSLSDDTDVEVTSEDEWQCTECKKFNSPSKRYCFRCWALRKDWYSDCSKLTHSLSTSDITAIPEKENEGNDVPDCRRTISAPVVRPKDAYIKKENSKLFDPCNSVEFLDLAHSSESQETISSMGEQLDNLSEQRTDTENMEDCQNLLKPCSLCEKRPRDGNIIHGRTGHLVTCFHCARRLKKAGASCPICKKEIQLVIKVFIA
# Target sequence (Q00987 whole entry, looked up): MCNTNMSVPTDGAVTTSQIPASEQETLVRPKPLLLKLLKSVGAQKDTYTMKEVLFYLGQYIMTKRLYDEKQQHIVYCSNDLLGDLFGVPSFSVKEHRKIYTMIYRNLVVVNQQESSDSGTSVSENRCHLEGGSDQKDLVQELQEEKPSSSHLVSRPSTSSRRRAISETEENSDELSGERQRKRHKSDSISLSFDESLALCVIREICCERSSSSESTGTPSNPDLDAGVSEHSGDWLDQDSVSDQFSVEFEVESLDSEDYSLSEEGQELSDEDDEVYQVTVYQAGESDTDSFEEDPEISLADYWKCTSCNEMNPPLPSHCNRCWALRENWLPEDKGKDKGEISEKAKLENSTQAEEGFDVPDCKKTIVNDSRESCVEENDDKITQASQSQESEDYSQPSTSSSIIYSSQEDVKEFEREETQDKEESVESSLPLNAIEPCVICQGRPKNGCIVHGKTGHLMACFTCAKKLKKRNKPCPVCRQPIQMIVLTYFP
# CHOP UPR activ: apoptotic UPR (CHOP) activation | CHO-CHOP luciferase reporter, luminescence; percent of tunicamycin response over DMSO baseline | activation, % at 10 µM | 330,000 tested, 0.34% active | AID 449763;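 active = at 10 µM dose, activation of 40% or more, normalized to positive control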;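 note: 100% = tunicamycin at 10 µg/mL and 0% = DMSO alone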
#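 System: CHO CHOP reporter cells. Amount: 500 cells per well. Buffer or medium: F12 medium, 10% FBS. Compound dosing: one dose, 10 µM in 0.5% DMSO. Incubation: 6 h compound exposure at 37 °C after overnight seeding. Technique: Steady-Glo luciferase luminescence. Benchmarks: tunicamycin and DMSO controls.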
# Numbers without * were called inactive.
SMILES,XBP1 UPR activ,tim23-1 inh,697 NFkB inh,Jurkat NFkB inh,tim10-1 inh,TIM10 inh,Mdm2-MdmX inh,CHOP UPR activ
CN(CC(=O)Nc1ccccc1Br)C(=O)CNC(=O)c1ccc2c(c1)OCO2,-3,17,5,-11,1,-4,16,1.8
CCOc1ccc(CC(=O)N/N=C/c2sccc2C)cc1,-3,10,-4,18,3,2,4,0.8
CSc1nnc2ccc(-c3ccccn3)nn12,0,-13,18,-4,4,-8,5,1.3
CCc1cccc(NC(=O)CSc2nc3c(c(=O)[nH]2)CCCC3)c1,-3,4,-2,-2,12,6,24,0.1
CN(CCCC(=O)N1CCCC(C(N)=O)C1)S(=O)(=O)c1ccc(F)cc1 (stereo not drawn),-1,17,-4,-6,11,-13,9,-0.9
CCN(CC)S(=O)(=O)c1ccc(C(=O)OCC(=O)NCCN2C(=O)CSC2=O)cc1,0,13,16,-1,6,4,0,-2.3
COc1ccc(NC(=O)CN(c2cc(C)cc(C)c2)S(=O)(=O)c2c(C)noc2C)cc1OC,-1,-7,-10,-14,3,7,-6,-1.4
CCc1ccc(NC(=O)Cn2nc(C(F)(F)F)c3c2CCC3)cc1,1,13,5,-15,5,-3,21,-0.9
Cc1nc2c(c(N3CCOCC3)n1)OCC(=O)N2,-1,13,-2,-11,3,-5,12,0.1
Cc1ccc(S(=O)(=O)N(C)Cc2ccc(C(=O)N/N=C/c3ccc(OC(F)F)cc3)cc2)cc1,1,12,-4,18,11,-1,45,7.4
FC(F)(F)C1=CC(c2ccc(Cl)cc2)=NCCN1,-1,-4,9,6,9,-2,17,0.6
Cc1ccc(NC(=O)CCc2nnc3ccc(NCc4ccco4)nn23)nc1,0,-3,-29,8,-23,-1,13,1.0
FCCCOc1ccc(-c2nccc(-c3ccccn3)n2)cc1,-2,28,-8,-4,31,12,-19,1.2
COc1ccccc1NS(=O)(=O)c1cc(NC(=O)CCNC(C)=O)ccc1C,1,8,16,-16,10,10,26,3.5
Cc1cc(C)c(C)c(S(=O)(=O)N2CCNCC2)c1C,-1,9,-10,-6,-3,1,-3,0.7
COc1cccc(NC(=O)c2c(F)cccc2F)c1,2,20,39*,42,4,-3,-9,0.6
CCCN(CC(=O)Nc1ccccc1OC)C(=O)c1ccccn1,2,5,-8,5,5,-11,-6,-0.2
FC(F)(F)c1cccc(Cn2nnnc2-c2cc(Cl)cc(Cl)c2)c1,-1,14,1,-5,26,3,-2,-0.7
Cc1c(CCOC(=O)c2ccccc2)sc[n+]1Cc1ccccc1,1,5,-5,5,28,-7,1,0.9
O=C(NNC(=O)c1cncc(Br)c1)c1ccncc1,-2,1,11,0,-13,12,2,0.2
COc1ccc(N2CCN(C(=O)CCS(=O)(=O)c3ccc4c(c3)NC(=O)CO4)CC2)cc1,-1,-3,7,5,12,11,1,-0.3
CC(C)(C)OC(=O)C[C@@H]1C/C=C\C[C@@H](CC(=O)N[C@H](CO)Cc2ccccc2)C(=O)NC[C@H](c2ccccc2)OC1=O,-2,-6,29,-7,9,0,-3,-1.5
Cc1cccc(C)c1OCC(=O)Nn1c(C)nc2ccccc2c1=O,-7,12,5,-12,8,18,-4,-1.3
O=C(NCCCN1CCOCC1)C(=O)NCC1CCCO1 (stereo not drawn),-3,12,-24,-11,22,-10,-20,-0.5
CCOC(=O)c1ccc(NC(=O)c2nc[nH]c2C(=O)NCC(=O)OC(C)(C)C)cc1,2,36,-6,13,18,17,27,2.3
C=CCC(C(=O)c1ccccc1)[N+](C)(C)CC=C (stereo not drawn),0,17,1,-14,-16,-21,16,-3.3
O=C(NCc1ccccc1)C(c1ccncc1)N(C(=O)c1ccccn1)c1ccccc1 (stereo not drawn),3,18,-11,-12,6,6,23,4.2
COC(=O)CNC(=O)C1CCN(C(=O)OCc2ccccc2)CC1,-3,12,-19,5,9,6,21,1.8
O=C1c2cccc3c2N(CCC3)C(=O)C1(F)c1ccccc1 (stereo not drawn),-4,3,7,-8,-17,-11,33,1.5
C=C(C)Cn1c(SCC)nc2ccccc2c1=O,1,-14,-12,-6,-1,-20,9,0.7
COc1ccccc1CNC(=O)C1CCCN(c2cnccn2)C1 (stereo not drawn),-3,3,-42,-19,7,6,-24,0.1
COc1ccc(CCn2nnnc2CN2CCN(C(=O)c3ccco3)CC2)cc1OC,-4,0,-2,9,-1,8,-7,4.9
COc1ccccc1-n1c(C)cc(/C=C2\C(=N)N3N=C(CC(=O)N4CCOCC4)SC3=NC2=O)c1C,-1,18,11,0,20,7,23,2.8
CCC(Oc1ccccc1F)C(=O)NCCN1CCOCC1 (stereo not drawn),-6,-25,-4,6,-49,6,16,-0.4
COC(=O)c1ccccc1NC(=O)CCc1ccccc1,2,21,31,12,20,19,-5,1.0
C=CCNc1nc(Cl)nc(Nc2ccc(OC)cc2OC)n1,2,14,-1,-7,3,16,0,1.1
COc1ccnc2c1c(=O)n(Cc1c(F)cccc1Cl)c(=O)n2C,-2,7,-1,1,-3,-3,26,-2.0
CC1CC1C(=O)OCC(=O)NC(=O)c1ccc(C(C)(C)C)cc1 (stereo not drawn),2,19,-8,-6,9,-3,17,0.7
CCOc1ccccc1N1CCN(C(=O)CCNS(=O)(=O)c2ccccc2F)CC1,-2,-12,-16,4,-2,-5,25,-0.1
CCC(C(=O)OCc1csc(CC(=O)Nc2ccccc2C)n1)c1ccccc1 (stereo not drawn),-2,31,-5,11,30,-8,-10,-1.5
Cc1ccccc1C(=O)c1cccn1CC(=O)NCCC1=CCCCC1,-2,27,11,-14,12,-17,-5,4.3
O=S(=O)(c1ccccc1Cl)N1CCCC(c2nc(-c3cccnc3)no2)C1 (stereo not drawn),-1,6,-24,-2,15,-16,5,-0.7
CCCn1c(=N)n(CC(=O)c2ccc(OCC(=O)OC)cc2)c2ccccc21,0,-5,9,9,9,13,28,-0.2
COC(=O)c1cccc(NS(=O)(=O)c2ccc(OC)c(C(=O)N3CCOCC3)c2)c1C,0,9,-3,-12,-17,-9,11,1.1
Cc1cc(C)nc(SCc2ccc(C(=O)N/N=C/c3cccc(O)c3O)cc2)n1,53*,60*,-123,42,26,56*,75*,140*
Cc1cc(C)c(S(=O)(=O)N2CCC(C(=O)NCc3ccc(Cl)cc3Cl)CC2)c(C)c1,-1,30,-4,-9,29,56*,19,-3.2
O=C(NC(=S)Nc1ccc2oc(-c3ccncc3)nc2c1)c1ccccc1F,1,-26,-4,-6,-11,-25,-2,1.6
COC(=O)c1ccc(N2CCN(S(=O)(=O)c3ccc(Br)cc3)CC2)c([N+](=O)[O-])c1,0,11,-9,8,15,20,-4,4.5
CN(CC(=O)Nc1ccccc1Cl)C(=O)COC(=O)/C=C/c1ccccc1,1,17,-30,-22,-2,-3,8,1.3
COc1cc(OC)cc(C2=NC3(CCC(C)CC3)NC2=S)c1 (stereo not drawn),-1,40,-13,11,13,26,19,5.0
COC(=O)c1cc(C(=O)c2ccc(Cl)cc2Cl)cn1C,-1,14,-25,-6,19,-13,25,3.6
CCOC(=O)C1CCCN(C(=O)c2ccc3c(c2)OCCO3)C1 (stereo not drawn),0,-17,3,5,12,10,9,1.6
CN1CCN(S(=O)(=O)c2ccc(N3CCN(S(=O)(=O)/C=C/c4ccccc4)CC3)nc2)CC1,3,7,-9,-19,26,-5,-18,-1.3
COc1ccccc1N1C(=O)C2C3C=CC(C3)C2C1=O (stereo not drawn),0,2,16,13,6,-3,14,1.0
O=[N+]([O-])c1cccc2ccc(/C=C/c3ccc(F)cc3)nc12,3,22,-67,-88,24,3,-31,5.2
O=C(CCOc1ccccc1)Nc1ccccc1F,-1,11,5,-6,15,12,19,4.5
COc1ccc(C(=O)c2c(-c3ccc(OC)cc3)oc3ccc(-c4cc(OC)c(OC)c(OC)c4)cc23)cc1,4,11,0,-4,-2,8,23,-1.4
COc1ccccc1C(=O)NNS(=O)(=O)c1ccc(F)cc1,-7,12,-4,-2,17,7,12,2.2
Cc1ccccc1-c1nc2ccccc2[nH]1,2,37,-45,-85,-32,5,-42,4.8
COC(=O)c1nn(-c2cccc(C(F)(F)F)c2)ccc1=O,-1,11,-2,0,8,-13,-6,-1.9

# 4 entries from above, sorted by molecular weight, lowest first:
SMILES,XBP1 UPR activ,tim23-1 inh,697 NFkB inh,Jurkat NFkB inh,tim10-1 inh,TIM10 inh,Mdm2-MdmX inh,CHOP UPR activ
O=[N+]([O-])c1cccc2ccc(/C=C/c3ccc(F)cc3)nc12,3,22,-67,-88,24,3,-31,5.2
COc1ccccc1C(=O)NNS(=O)(=O)c1ccc(F)cc1,-7,12,-4,-2,17,7,12,2.2
O=C(NC(=S)Nc1ccc2oc(-c3ccncc3)nc2c1)c1ccccc1F,1,-26,-4,-6,-11,-25,-2,1.6
Cc1cc(C)c(S(=O)(=O)N2CCC(C(=O)NCc3ccc(Cl)cc3Cl)CC2)c(C)c1,-1,30,-4,-9,29,56*,19,-3.2

# (list continues)
SMILES,XBP1 UPR activ,tim23-1 inh,697 NFkB inh,Jurkat NFkB inh,tim10-1 inh,TIM10 inh,Mdm2-MdmX inh,CHOP UPR activ
CCC1CCCCN1C(=O)CSc1nnc(CNC(=O)c2c(F)cccc2Cl)o1 (stereo not drawn),-9,10,6,6,-5,0,23,-1.4
CC(C)[C@H](NC(=O)c1c(F)cccc1F)C(=O)OCC(=O)NC(=O)NC1CCCC1,-9,4,22,3,0,1,5,-0.2
CN1CCN(C(=O)Nc2ccc([N+](=O)[O-])cc2)CC1,-5,3,-7,-18,19,14,-38,0.1
COc1ccc(Oc2coc3cc(OC(=O)c4cncc(Br)c4)ccc3c2=O)cc1,2,-12,-2,0,19,22,11,4.4
NC(=O)c1ccccc1OCc1nc2ccccc2s1,-7,7,-164,-138,-10,-18,-29,2.0
O=C(NCCO)/C(=C\c1cccs1)NC(=O)c1cccs1,-1,12,-4,-13,13,-2,10,3.8
CCC1=C(OC(=O)N(CC)CC)N2C(=O)OC(=NCCc3c[nH]c4ccccc34)[C@]2(Cc2ccccc2)[C@H]2C1=CC[C@H]1C(=O)N(C)C(=O)[C@H]12,-2,18,5,0,0,7,42,-0.2
CCCCN(C(=O)c1ccc(N2C(=O)c3ccccc3C2=O)cc1)c1c(N)n(CC(C)C)c(=O)[nH]c1=O,-2,13,6,-1,7,-1,6,1.6
Cc1cccc(NC(=O)c2ccc(NC(C)c3ccccc3)c([N+](=O)[O-])c2)n1 (stereo not drawn),1,-3,-13,-1,13,18,-6,2.1
COc1cc2c(c(OC)c1OC)CC(=O)N(C)CC2,-1,3,-3,3,7,4,15,1.6
O=C(CSc1ncn[nH]1)CSc1ncn[nH]1,4,12,9,6,10,-14,10,1.5
COc1ccc(CNC(=O)c2ccccc2C(=O)O)cc1,1,9,-1,-6,7,-14,14,1.9
COC(=O)c1ccc(OS(=O)(=O)N(C)C)cc1,3,-11,0,-29,9,10,-18,1.2
Cc1nnc(SCc2nnc(-c3cccs3)o2)s1,3,20,-5,-13,-3,4,15,-2.3
CCN(Cc1ccccc1)C(=O)c1cc(COc2c(F)cccc2F)on1,3,7,-4,-4,3,-18,-27,3.0
N#CC1=C(N)Oc2n[nH]c(-c3cccnc3)c2C1c1cc(F)ccc1F (stereo not drawn),-3,22,-12,-4,29,1,14,-1.3
N#Cc1nc(-c2ccccc2Cl)oc1N1CCOCC1,4,12,-33,-25,38,-7,-1,1.1

# Two entries from above, as labelled records:
Compound: COc1cc2c(c(OC)c1OC)CC(=O)N(C)CC2
  XBP1 UPR activ = -1; tim23-1 inh = 3; 697 NFkB inh = -3; Jurkat NFkB inh = 3; tim10-1 inh = 7; TIM10 inh = 4; Mdm2-MdmX inh = 15; CHOP UPR activ = 1.6

Compound: CCCCN(C(=O)c1ccc(N2C(=O)c3ccccc3C2=O)cc1)c1c(N)n(CC(C)C)c(=O)[nH]c1=O
  XBP1 UPR activ = -2; tim23-1 inh = 13; 697 NFkB inh = 6; Jurkat NFkB inh = -1; tim10-1 inh = 7; TIM10 inh = -1; Mdm2-MdmX inh = 6; CHOP UPR activ = 1.6

# Source: PubChem BioAssay
